Screening data: PubChem BioAssay, several laboratories
TNAP act hi DEA = increases human TNAP activity under high phosphate acceptor concentration; P05186; purified TNAP, CDP-star luminescence, 1 M DEA, 30 min; stronger effect = higher value; 0 = EDTA background, 1 = DMSO-only activity; activation factor at 20 µM; 200,000 tested, under 10 active; AID 1136;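 active = activation factor at least 2 at 20 µM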
Target sequence (P05186 whole entry, looked up): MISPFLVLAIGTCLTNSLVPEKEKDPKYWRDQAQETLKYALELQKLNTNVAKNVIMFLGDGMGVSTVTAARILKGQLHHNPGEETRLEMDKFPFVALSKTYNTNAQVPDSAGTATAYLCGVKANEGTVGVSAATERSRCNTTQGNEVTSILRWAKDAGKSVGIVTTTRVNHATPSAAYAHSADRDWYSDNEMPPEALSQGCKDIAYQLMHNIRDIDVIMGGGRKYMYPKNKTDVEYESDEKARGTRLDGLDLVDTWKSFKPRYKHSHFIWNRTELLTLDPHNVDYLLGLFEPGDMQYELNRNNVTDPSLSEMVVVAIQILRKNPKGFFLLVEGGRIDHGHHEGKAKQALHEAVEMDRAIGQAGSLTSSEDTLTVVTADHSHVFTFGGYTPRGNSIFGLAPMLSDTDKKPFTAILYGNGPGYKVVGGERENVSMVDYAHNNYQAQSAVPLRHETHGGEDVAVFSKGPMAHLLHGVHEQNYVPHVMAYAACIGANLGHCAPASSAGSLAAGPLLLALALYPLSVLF
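Control set: EDTA negative control, DMSO positive control / Assay system: human TNAP / Quantity: TNAP 1/800 final / Evaluation: TNAP activation factor scaled between EDTA and DMSO control wells / Measured by: luminescent substrate turnover signal / Compound dosing: one dose, 20 µM / Times: 30 min enzyme reaction at room temperature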
PPARg SRC3 recr = promotes SRC-3 coactivator recruitment by human PPARgamma. 200,000 tested, 0.26% active. biochemical PPARgamma/SRC-3 coactivator recruitment assay. P37231. activation, % at 8 µM; in the data active = activation above about 23%;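 note: 0% = DMSO and 100% = reference agonist; some compounds past the cut are filed as inactive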
PPARg SRC-1 ag = promotes SRC-1 coactivator recruitment by human PPARgamma. activation, % at 8 µM. P37231. 200,000 tested, 0.41% active. PPARgamma-SRC-1 coactivator recruitment biochemical assay. AID 631; in the data active = activation above about 19%;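 note: 0% = DMSO and 100% = reference agonist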
TR-FRET SRC-2 ct = TR-FRET artefact, counter-screen to PPARgamma/SRC-2 agonist assay | stronger effect = higher value | TR-FRET ratio at 8 µM | 200,000 tested, 0.4% active; in the data active = TR-FRET ratio above about 2000; note: inactives centre near 1500
PPARg SRC-2 ag = PPARgamma-driven SRC-2 recruitment agonism | P37231 | PPARgamma LBD-SRC-2 recruitment, biochemical | activation, % at 8 µM | 200,000 tested, 0.34% active; in the data active = activation above about 22%;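 note: 0% = vehicle and 100% = reference agonist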
STAT3 inh = inhibitors of IL-6 induced STAT3 signaling | U3A cells, IL-6 STAT3-luciferase reporter, luminescence; host cell line lacks STAT1 | inhibition, % at 5.5 µM | 190,000 tested, 0.89% active;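 active = inhibition above the mean inhibition across all screened compounds plus 3 SD, cut at about 44% in these data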;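 note: 0% = DMSO only wells and 100% = 100 µM nifuroxazide control wells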
STAT1 inh = STAT1 signaling inhibition; AID 920; inhibition, % at 5.5 µM; 200,000 tested, 0.35% active; NIH 3T3 STAT1-luciferase reporter, IFN-gamma, luminescence;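 active = inhibition above a set limit, the mean inhibition across all tested compounds plus 3 SD, cut at about 34% in these data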;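 note: 0% = IFN-gamma with DMSO and 100% = IFN-gamma with 300 µM nifuroxazide; values of inactives mirror those of a sister screen read the other way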
bIAP act = increases bovine intestinal alkaline phosphatase activity; 200,000 tested, 0.17% active; activation factor at 20 µM; purified bovine IAP, CDP-star luminescence, 30 min; stronger effect = higher value; fold of DMSO-control signal, blank-subtracted; AID 1016;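 active = activation factor of 2 or more at 20 µM, a signal rise over negative controls twice the positive control's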
bIAP inhibitor = intestinal alkaline phosphatase (bovine) inhibition; inhibition, % at 20 µM; purified bovine IAP, CDP-star luminescence, 30 min; AID 1019; 190,000 tested, under 10 active;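 active = over 50% inhibition of intestinal alkaline phosphatase at 20 µM in the single-dose screen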
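Assay system – bovine IAP enzyme · Quantity – bovine IAP at 1/65,000,000 final dilution · Detection – CDP-star luminescence signal · Times – 30 min reaction at room temperature · Also added – CDP-star substrate at 30 µM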
ROMK primary = modulators of human ROMK potassium channel. Tet-inducible ROMK, thallium flux fluorescence; actives lie on both sides. 130,000 tested, 2% active. B-score at 10 µM. P48048. AID 1918;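 active = signal ratio slope over the read window, or its plate-corrected B-score, at least 3 SD from the plate mean, either direction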;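 note: B-score of the F/F0 ratio slope over 7 to 12 s after thallium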
Target sequence (P48048 whole entry, looked up): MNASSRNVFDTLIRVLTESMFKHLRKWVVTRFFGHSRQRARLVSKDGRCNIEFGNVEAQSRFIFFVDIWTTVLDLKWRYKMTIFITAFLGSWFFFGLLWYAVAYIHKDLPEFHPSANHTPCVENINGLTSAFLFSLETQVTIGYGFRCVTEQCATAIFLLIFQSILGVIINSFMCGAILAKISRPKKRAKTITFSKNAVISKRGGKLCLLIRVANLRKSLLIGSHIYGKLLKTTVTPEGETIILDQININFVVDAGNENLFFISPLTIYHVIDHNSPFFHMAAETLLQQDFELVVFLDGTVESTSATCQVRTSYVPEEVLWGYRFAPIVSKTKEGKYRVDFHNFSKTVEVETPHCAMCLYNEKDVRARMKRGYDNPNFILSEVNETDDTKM
STAT3 activator = increases IL-6 driven STAT3 reporter signal; U3A cells, IL-6 STAT3-luciferase reporter, luminescence; 100% = signal with IL-6 EC80 alone; activation (% of control), % at 5.6 µM; 190,000 tested, 0.91% active; AID 871;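 active = activation above the screen-wide mean of compound activation plus 3 SD, cut at about 130% in these data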;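 note: 0% = background luminescence of wells with medium and substrate only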
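Material: STAT1-lacking human U3A cells, STAT3 luciferase reporter | Benchmarks: IL-6-only wells as 100% reference | Probe or stimulus: IL-6 (33 ng/mL) | Timing: Compound 1 h, then IL-6 6 h at 37 °C | Detection: Luminescence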
Starred values were filed as active, the others as inactive; . = not tested or not shown.

SMILES	TNAP act hi DEA	PPARg SRC3 recr	PPARg SRC-1 ag	TR-FRET SRC-2 ct	PPARg SRC-2 ag	STAT3 inh	STAT1 inh	bIAP act	bIAP inhibitor	ROMK primary	STAT3 activator
O=C(O)CCNS(=O)(=O)c1ccccc1Br	1	-1.5	-11.5	1549	-4.4	-3.8	-4.4	1.1	-11.4	0.27	104.8
O=C(CSc1nc2sc3c(c2c(=O)n1Cc1ccco1)CCC3)N1CCc2ccccc21	.	7.8	4.3	1524	8.1	-4.8	-3.0	.	.	0.502	107.8
Cn1c(Cn2c(=O)sc3ccccc32)nnc1SCc1ccc(F)cc1	1	3.6	0.7	1658	-3.2	-5.0	-12.5	1	-2.0	.	104.2
COc1ccccc1C1c2c(oc3ccc(Cl)cc3c2=O)C(=O)N1c1cc(C)on1 (centres undefined)	.	-8.5	-7.4	1531	-4.4	2.8	2.8	.	.	.	101.3
CCOC(=O)c1[nH]c(C)c(C(=O)NC)c1C	1	7.5	1.9	1490	3.5	3.5	2.9	0.9	9.6	.	101.4
CC1=CC(C)(C)NC(=S)N1c1ccc2ccccc2c1	1.1	2.9	6.7	1684	-8.5	15.9	8.6	0.8	20.7	.	88.1
CCCOc1ccc(CSC(CC(=O)O)C(=O)O)cc1 (centres undefined)	1	-2.7	11.2	1727	-12.2	-3.7	-8.5	1	4.9	0.227	105.5
O=S(=O)(c1ccc2ccccc2c1)N1CCN=C1SCc1cccnc1	1	6.0	4.7	1672	1.7	9.1	12.2	1	-3.8	.	95.3
O=C1C2C3C=CC(C3)C2C(=O)N1CCN1CCN(Cc2ccc([N+](=O)[O-])cc2)CC1 (centres undefined)	1	-0.2	0.3	1642	3.8	12.0	0.6	1.1	-7.6	.	93.4
COc1ccccc1N=c1oc2c(OC)cccc2cc1C(=O)NCc1ccco1	1	-0.2	12.1	1566	-2.6	12.2	3.2	0.8	24.7	-0.712	94.0
COC(=O)CCC(=O)N1CCCC(CO)(Cc2ccccc2C)C1 (centres undefined)	1	-0.3	-1.6	1581	-7.8	5.0	3.4	1	2.3	0.742	100.7
O=C(CSc1nnc(NC(=O)c2ccccc2F)s1)Nc1ccccc1F	1	1.7	6.4	1573	5.2	-4.8	9.9	1.1	-6.3	.	103.6
COc1cc(OC)cc(C(=O)Nc2nc3ccccc3[nH]2)c1	1	-2.8	-5.2	1526	15.2	5.1	-33.5	1	3.8	1.76	99.5
CC1=CC(C)(C)N=C(NC#N)N1	1.1	-8.6	-2.2	1353	0.2	15.8	2.4	0.9	7.8	0.68	91.7
Clc1ccccc1Nc1nnc(-c2ccncc2)s1	0.9	-2.7	7.5	1411	-5.3	59.6*	-34.6	0.9	5.4	1.95	50.3
COc1ccc(CC(=O)OCc2cc3ccccc3[nH]c2=O)cc1	1.1	-10.4	4.3	1470	5.1	0.7	-8.5	0.9	8.1	-0.329	101.0
CCCc1nc(SCC(=O)N2CCC(Cc3ccccc3)CC2)c2c(=O)n(C)c(=O)n(C)c2n1	1	7.4	4.3	1610	5.4	32.9	2.5	0.9	8.8	.	76.8
O=C(C1=C[C@H](C2CC2)C[C@H](OCCCCO)O1)N1CCN(Cc2ccc3c(c2)OCO3)CC1	1	4.3	4.2	1567	2.3	.	0.5	1	-1.0	.	.
c1ccc(-c2noc(COc3ccc4c(c3)OCO4)n2)cc1	1	1.6	-13.7	1482	1.7	-10.8	-27.3	1	3.9	.	108.9
CCCN1C2=C(C(=O)CCC2)C(c2ccc(O)c(Br)c2)C2=C1CCCC2=O	0.9	-5.8	-1.8	1642	-2.5	0.9	7.2	1	-3.3	.	102.7
Cc1nnc(SCC(=O)c2c(N)n(C)c(=O)n(C)c2=O)n1Cc1ccccc1	1.1	-3.3	4.2	1480	2.5	8.5	-3.0	0.9	7.5	.	98.1
O=C1NC(c2cccnc2)C(C(=O)c2cccs2)C(O)(C(F)(F)F)N1 (centres undefined)	1	-2.4	0.9	1439	-3.2	-3.1	-2.2	1	3.9	-0.721	105.8
OC(CNCc1ccco1)Cn1c2ccccc2c2ccccc21 (centres undefined)	1.1	-3.1	-3.0	1672	1.2	3.3	9.0	1.1	-6.3	-2.15	102.7
CC(C)(C)NC(=S)NCc1cccnc1	1	-4.4	-2.2	1486	2.7	11.9	3.2	1	0.6	.	92.5
Cc1cccc2cc(C#N)c(SCc3nnc(-c4ccccc4[N+](=O)[O-])o3)nc12	1	-2.8	4.9	1681	9.0	-4.6	-7.4	0.8	16.8	-0.575	101.9
CO/N=C/c1ccc(Oc2ccc(C)cc2)c([N+](=O)[O-])c1	1	-5.5	7.8	1664	1.1	-19.4	-8.1	0.9	13.5	0.011	118.0
Cc1ccc2[nH]c(=O)c(CNC(C)C)cc2c1	0.9	-7.2	7.9	1591	-0.8	-6.0	-2.2	0.9	5.3	-0.402	106.8
CCOc1cc2c(cc1OCC)C(c1ccccc1)N(c1ccccc1)C(=O)C2 (centres undefined)	1	2.7	6.0	1467	3.0	-2.5	7.0	0.8	21.6	-0.26	100.2
CC(=O)NCC(=O)NC(C(=O)Nc1ccc2c(c1)OCCO2)c1ccc(C)cc1 (centres undefined)	1	-2.2	1.4	1450	4.8	1.3	2.6	1	0.1	.	104.6
Cc1nnc(C)n1/N=C/c1ccc(O)cc1	1.1	-6.8	-3.0	1494	5.6	-9.6	-2.1	0.8	20.0	.	110.1
O=C(CSCc1ccc(Cl)cc1)Nc1ccccc1C(=O)N1CCOCC1	1	-3.7	4.1	1461	-5.0	3.2	6.0	0.9	6.6	.	97.7
COc1ccc(-n2c(CCc3ccccc3)nnc2SCC(=O)c2ccccc2)cc1	0.9	1.5	9.8	1723	9.9	4.9	-2.4	1	1.6	-1.11	98.9
COc1ccc(-c2nc3c(n2O)CCC/C3=N\O)cc1	1	1.8	2.4	1387	9.0	-14.2	-8.0	0.9	11.6	0.552	112.9
CC1(C)CC(=O)C2=C(C1)Oc1ncn(CCO)c(=N)c1C2c1ccccc1 (centres undefined)	1	-0.5	-6.7	1293	-0.3	0.8	-1.4	0.9	7.2	-1.19	100.0
Cc1ccc(-c2nnc(CCC(=O)NCC3C4CC5CC(C4)CC3C5)o2)s1 (centres undefined)	1	-2.0	6.2	1636	2.7	-8.7	-54.5	1	-1.7	-0.926	111.5
COc1ccc(CN(C(=O)CSc2nnc(-c3ccccc3F)o2)c2ccc(F)cc2)cc1	1	-2.4	6.0	1583	9.6	5.2	3.2	1	-3.8	-0.256	98.8
Cc1csc(SCC(=O)NC(=O)NC2CCCC2)n1	1	0.9	3.7	1575	8.8	10.5	-4.7	1.1	-5.4	0.558	94.2
CC1=C(C(=O)NCCc2ccc(C)cc2)C2(CCC(C)CC2)OC1=O (centres undefined)	1	2.4	0.5	1533	7.7	-5.6	-4.6	0.9	12.8	-0.0292	104.7
CCSc1nc(N)c2c(C)c(C)sc2n1	1	18.7	5.9	1840	18.8	20.4	-6.3	0.9	6.7	0.434	85.5
COCCCNC(=O)CCN1C(=O)COc2ccccc21	1	8.6	-9.4	1344	-12.9	2.4	-1.1	1.1	-7.4	0.344	104.5
N=c1sccn1CC(=O)NC(=O)NC1CCCC1	1	2.2	5.6	1691	3.7	1.2	12.9	0.9	8.5	-0.534	97.1
CN(C)S(=O)(=O)N(CC(=O)Nc1ccc(F)c(F)c1)c1ccccc1	1.1	-3.3	4.5	1491	7.4	-9.7	2.0	0.8	24.4	-0.742	105.4
Cc1ccc(CNC(=O)c2ccc(OCC3CCCO3)cc2)cc1 (centres undefined)	1	2.7	2.5	1700	4.3	3.8	-8.6	0.8	16.8	0.486	94.8
Cc1ccc(S(=O)(=O)N2CCN(c3ccnc4cc(Cl)ccc34)CC2)cc1C	1	0.7	2.6	1703	1.7	-1.6	11.4	1	-4.0	0.351	107.1
Cc1ccc(C2C3=C(Nc4[nH]n(-c5ccccc5)c(=O)c42)c2ccccc2C3=O)cc1 (centres undefined)	0.8	1.2	6.1	1720	10.7	-0.3	1.7	1.2	-19.0	-2.43	100.5
CN(C(=O)CSc1nnnn1-c1ccccc1)C1CCS(=O)(=O)C1 (centres undefined)	1.1	0.3	1.4	1610	0.8	-6.1	14.7	0.9	13.3	1.46	109.7
Cc1ccc(OC(=S)Nc2ccccc2)c(C)c1	1	-4.9	-3.8	1438	-4.4	-5.8	1.9	0.9	14.6	.	107.5
CC(=O)OCc1nc2ccccc2s1	1	15.5	6.7	1621	2.1	-74.6	-38.4	1	-1.4	.	163.2*
CC(NC(=O)COC(=O)c1ccco1)c1ccccc1 (centres undefined)	1	0.9	0.6	1668	-3.1	-5.9	0.1	0.9	12.3	1.01	103.5
C=CCn1c(COc2ccc(Cl)cc2)nnc1SCC(=O)N/N=C/c1ccccc1	1	3.9	-7.5	1587	8.4	-3.5	0.7	1	0.7	.	103.9
O=C(c1ccccc1)c1cccn1CC(=O)N1CCCCCC1	1	8.9	3.4	1465	12.1	7.1	7.0	1	3.5	-0.854	98.5
CC(C)C(=O)Nc1ccccc1C(=O)N/N=C/c1ccc([N+](=O)[O-])cc1	1	-1.1	6.3	1545	12.7	-0.3	0.1	0.8	19.2	0.644	106.9
Cc1cccc(C(=O)Nc2cccc(OC(=O)c3cccc(C)c3)c2)c1	1.1	-0.7	-1.7	1545	-4.0	-3.4	-7.2	0.9	9.6	.	113.0
C/C(=C\C(=O)c1c(O)cc(C)oc1=O)N(C)C	1	2.6	6.7	1577	0.0	-0.1	-7.8	1	-0.7	.	103.0
CCOC(=O)N1CCN(CCC(=O)Nc2cc(OC)ccc2OC)CC1	1.1	-2.4	-5.1	1338	-5.2	-10.2	0.4	1.2	-21.1	0.504	110.9
Cc1ccccc1Cn1cnc2ccccc21	1	3.0	2.7	1538	2.6	12.8	8.1	0.9	10.8	-1.3	91.9
O=C(C1CCN(S(=O)(=O)c2ccc(Br)s2)CC1)N1CCc2ccccc21	1	1.6	1.0	1740	7.1	24.2	-3.7	0.8	18.6	-1.44	85.0
O=C(CC12CC3CC(CC(C3)C1)C2)NC(Cc1ccccc1)C(=O)O (centres undefined)	1.1	7.9	9.6	1618	2.0	2.3	-3.9	1	-0.6	0.769	102.0
